From PubChem BioAssay
TrxR1 inh: rat TrxR1 inhibition; Potency, µM (highest dose often 114 µM), for inactives: at the highest dose activity change, negative = inhibition, most hits filed as inhibitors; recombinant rTrxR1, NADPH fluorescence consumption, selenite substrate; O89049; 390,000 tested, 1% active; AID 588453; also: potency is read from the fitted curve at half-maximal effect; % is scaled to controls: 0 for no effect and ±100 for the full control effect; nearly all actives have a fitted effect of over 65% in size
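Rat TrxR1 (90 nM in the dispensed reagent) was pre-reduced with 400 uM NADPH for 5 min at room temperature, then incubated with compound for 15 min. After 400 uM selenite was added, NADPH fluorescence (Ex 340/Em 450 nm) was followed for 8 min.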
TrxR1 substrate: rat thioredoxin reductase 1 substrate activity | O89049 | Potency, µM (series often up to 114 µM), without a hit: at the top dose activity change, negative = substrate turnover | purified TrxR1 substrate turnover, NADPH consumption readout | 390,000 tested, 0.01% active; also: potency is read from the fitted curve at half-maximal effect; % is scaled to controls: 0 for no effect and ±100 for the full control effect; nearly all actives have a fitted effect of over 50% in size
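Rat TrxR1, dispensed at 90 nM, was prereduced with 400 uM NADPH (final) for 5 min at ~22 deg C, then incubated with compound 15 min before 400 uM selenite. A first-read NADPH fluorescence drop versus no-compound background flagged substrates.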
TRHR PAM: TRH receptor (human) allosteric enhancement | P34981 | TRHR cells, fluo-8 calcium fluorescence, EC20 TRH enhancement | enhancement, % at 2 µM | 360,000 tested, 0.66% active | AID 493056; in the data active = enhancement above about 30%; also: 0% is about no effect
Target sequence (P34981 whole entry, looked up): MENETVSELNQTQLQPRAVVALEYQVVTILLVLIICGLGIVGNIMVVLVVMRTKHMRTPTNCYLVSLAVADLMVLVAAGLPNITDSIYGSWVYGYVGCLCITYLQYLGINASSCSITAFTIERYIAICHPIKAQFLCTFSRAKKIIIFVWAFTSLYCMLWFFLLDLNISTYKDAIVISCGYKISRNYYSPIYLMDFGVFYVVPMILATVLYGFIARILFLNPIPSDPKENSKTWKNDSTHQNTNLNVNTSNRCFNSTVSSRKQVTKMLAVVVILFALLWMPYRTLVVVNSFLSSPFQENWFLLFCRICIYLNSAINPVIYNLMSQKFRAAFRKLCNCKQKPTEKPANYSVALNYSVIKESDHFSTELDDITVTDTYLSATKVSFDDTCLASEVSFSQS
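TRHR-expressing cells loaded with fluo-8 calcium dye were read kinetically (ex 480/em 530) during compound addition, then stimulated with an EC20 of TRH (10 nM final). Enhancement of the Gq-mediated intracellular calcium response was scored.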
D2 agonist: activates the human D2 dopamine receptor | P14416 | HEK293 T-REx D2 cells, calcium flux agonist mode | activation, % at 2 µM | 340,000 tested, 0.53% active;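 active = activation over 3 SD above normal in the single-dose calcium agonist read, cut at about 30% in these data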; also: 0% is about no effect
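Agonism scored from kinetic calcium signal (1 read/sec, 180 s) following compound pin transfer, after a 10 s baseline. Cells: HEK293 Trex line expressing inducible D2 receptor coupled to calcium, dye-loaded after overnight culture at 30 C.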
IDH1 R132H inh: human IDH1 R132H inhibition; O75874; IDH1-R132H enzyme, NADPH consumption, diaphorase/resazurin fluorescence; Potency, µM (doses to about 76.6 µM), for inactives: top-dose activity change, negative = inhibition, most hits filed as inhibitors; 390,000 tested, 0.093% active; also: potency is read from the fitted curve at half-maximal effect; % is scaled to controls: 0 for no effect and ±100 for the full control effect; nearly all actives have a fitted effect of over 65% in size
Target sequence (O75874 whole entry R132H, stated change not applied): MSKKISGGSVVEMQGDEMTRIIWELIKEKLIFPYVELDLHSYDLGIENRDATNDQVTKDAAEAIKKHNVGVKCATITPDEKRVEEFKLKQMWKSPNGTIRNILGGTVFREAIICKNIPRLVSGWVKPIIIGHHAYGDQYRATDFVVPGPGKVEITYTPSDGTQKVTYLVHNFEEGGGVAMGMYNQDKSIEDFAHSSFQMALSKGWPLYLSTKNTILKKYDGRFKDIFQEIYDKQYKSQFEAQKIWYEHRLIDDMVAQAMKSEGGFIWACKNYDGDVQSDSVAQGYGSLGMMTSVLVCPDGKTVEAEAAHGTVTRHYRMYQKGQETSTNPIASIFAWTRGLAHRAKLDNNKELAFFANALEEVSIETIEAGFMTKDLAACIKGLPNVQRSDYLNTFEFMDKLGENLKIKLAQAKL
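IDH1-R132H (0.5 ug/mL) preincubated 30 min with compound, then NADPH (0.016 mM) and alpha-KG (2 mM) added; 80 min at RT, pH 7.5. Remaining NADPH coupled via diaphorase/resazurin to fluorescence (540/590 nm); concentration-response curves normalized to no-enzyme control.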
USP1-UAF1 inh: inhibitors of human USP1/UAF1 deubiquitinase | recombinant USP1/UAF1, Ub-Rhodamine cleavage fluorescence | 390,000 tested, 0.23% active | Potency, µM (top dose mostly 57.1 µM), for the others: at the top dose activity change, negative = inhibition, most hits filed as inhibitors | O94782; also: potency is read from the fitted curve at half-maximal effect; % is scaled to controls: 0 for no effect and ±100 for the full control effect; nearly all actives have a fitted effect of over 60% in size; inactives centre near -12
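1 nM enzyme complex + cpd, 15 min RT; start with Ub-Rho 150nM final; kinetic fluorescence ex 480/em 540, 6 reads q60 s. Buffer 50mM HEPES pH 7.8, 0.5mM EDTA, 0.1 mg/ml BSA, 1mM TCEP, 0.01% Tween-20.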
TRHR ag: TRH receptor (human) agonism; P34981; TRHR cells, calcium flux fluo-8, FDSS agonist mode; activation, % at 2 µM; 360,000 tested, 0.18% active; in the data active = activation above about 30%; also: 0% is about no effect
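Steps: seed TRHR cells overnight; add fluo-8 no-wash Ca dye, RT 30 min–1.5 h; record 10 s baseline; pin-transfer compounds; monitor fluorescence 1 cycle/s for the agonist window. Calcium increases flag candidate agonists.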
D2 antag: antagonizes the human D2 dopamine receptor | P14416 | HEK293 TREx D2 cells, calcium flux, dopamine EC80 | inhibition, % at 10 µM | 340,000 tested, 2% active; in the data active = inhibition above about 30%; also: 0% is about no effect
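Antagonism is scored as inhibition of an EC80 dopamine-evoked calcium signal in a force-coupled, tetracycline-inducible HEK293 T-REx D2 line, with compound present 180 s before agonist.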
PI4K2A inh: inhibitors of human PI4K2A. AID 1346378. activity change, negative = inhibition, % at 76.9 µM. purified PI4K2A, ADP-Glo luminescence, 1 h; hits give low values. 420,000 tested, 0.13% active; in the data active = activity change below about -50%; inconclusive = mostly about -30% to -49%;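 also: -100% = wells without enzyme as full effect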
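ADP-Glo luminescence measured ADP generated by PI4K2A enzyme (4 ug/mL before mixing) with 1.2 mM PI substrate (pre-mix) and 300 microM ATP (pre-mix). Tris pH7.5 buffer with MgCl2, Triton X-100; 1 h reaction at ambient temperature.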
Starred values were filed as active, the others as inactive; ? = inconclusive; nt = no result given; & = joins results of further samples; [ ] = remark or other dose. Unless noted, calls follow the shape of the dose curve; as a rule, active = well fitted inhibition curve with a large enough effect; inconclusive = small, poorly fitted or top-dose-only effect; inactive = no such curve, though single readings can be large or run the other way.

structure	TrxR1 substrate	TRHR ag	USP1-UAF1 inh	TrxR1 inh	IDH1 R132H inh	TRHR PAM	D2 antag	PI4K2A inh	D2 agonist
O=C(CN1CCCCC1)Nc1ccc(S(=O)(=O)N2CCCCCC2)cc1	12%[57.1 µM]	0.1	-15%	9%[11.4 µM]	-2%	1	-10	3	-0.9
O=C(N/N=C/c1ccc(N2CCCCC2)o1)C(O)(c1ccccc1)c1ccccc1	nt	-0.4	nt	nt	nt	-2	1	nt	0.8
CC(C)NC(=O)CSc1nc(Cc2cccs2)nc2ccccc12	7%	-1.7	-6%	25%	-3%	-4	-3	1	-1.1
O=C(Cc1ccccc1)N/N=C/C=C/c1ccccc1[N+](=O)[O-]	-5%[57.1 µM]	0.0	?	20%[57.1 µM]	5%	-5	nt	4	nt
Cc1cc2ncn(CC(O)COc3cccc(C(=O)O)c3)c2cc1C (stereo not given)	5%	0.1	-2%	16%	-2%	-1	-3	-4	0.2
Cc1ccc(N2CC(C(=O)Nc3ccc(S(=O)(=O)NCC4CCCO4)cc3)CC2=O)cc1 (stereo not given)	0%	0.0	-11%	4%	9%	2	11	-2	-1.9
COc1ccc(-c2ccc(/C=C3\C(=O)N(c4ccccc4)N=C3c3ccccc3)o2)c([N+](=O)[O-])c1	-4%	0.1	-9%	-2%	1%	7	-18	-5	0.6
O=C(COc1cccc2c1CCNC2=O)Nc1ccc(Cl)cc1	-3%	-0.2	-10%	-6%	3%	10	1	2	0.6
COCCNC(=O)C(c1ccc(OC)cc1)N(CCOC)C(=O)CCC(=O)Nc1nccs1 (stereo not given)	-2%[57.1 µM]	1.1	-6%	2%[57.1 µM]	-10%	-10	1	1	2.3
O=C(CN(c1ccc(F)cc1)S(=O)(=O)c1ccc2c(c1)OCCO2)NCc1cccnc1	-6%	-0.8	-9%	-4%	4%	2	-34	-8	0.2
O=[N+]([O-])c1cc(Br)c(O)c(C=Nc2ccc(N3CCOCC3)cc2)c1	1%[57.1 µM]	0.0	-16%	1%[57.1 µM]	16%	0	-14	-6	-4.4
O=C(NC1CC1)c1cccc(S(=O)(=O)N2CCOCC2)c1	9%	-1.1	-11%	25%	3%	3	2	-2	0.5
CCCc1cc(C(=O)N2CCCC(Nc3ccc(C)c(C)c3)C2)n(C)n1 (stereo not given)	6%	-1.3	-4%	11%	5%	-10	2	-7	-0.6
Cc1csc2nc(SCC(=O)N3CCN(c4ccccc4)CC3)[nH]c(=O)c12	-4%	-0.3	-19%	-3%	-1%	-1	nt	-6	nt
COc1ccc(NC(=O)CSc2nc(NS(=O)(=O)c3ccc(C)cc3)cc(=O)[nH]2)cc1	0%[57.1 µM]	-0.2	-12%	12%[57.1 µM]	-5%	-7	4	2	0.3
COc1ccc(C[C@H]2CN3C(=NC[C@@H]3C(C)C)N2CCNC(=O)CCC2CCCCC2)cc1	8%	-0.6	-22%	18%	-1%	1	2	3	-0.2
C=CCNC(=O)c1ccccc1SCc1c(C)noc1C	-1%	-0.2	-14%	-3%	-5%	1	-6	-3	0.0
COc1ccc(N(CCC(=O)Nc2ccccc2F)S(=O)(=O)c2ccc(C)cc2C)cc1	-8%	-0.6	-21%	0%	2%	5	6	-3	0.4
O=C(NNC(=O)c1ccncc1)c1ccccc1	-9%	0.2	-11%	4%	-9%	2	-12	-1	-0.3
Cc1noc(NC(=O)c2ccccc2C(F)(F)F)c1C#N	7%[57.1 µM]	0.7	-21%	12%[57.1 µM]	13%	-4	nt	1	nt
CCCCCCc1c(O)c2ccccc2[nH]c1=O	20%	0.1	3%	-15%	12%	0	-4	6	0.4
Cc1ccc(C)c(S(=O)(=O)N2CCN(C(=O)CCCc3c[nH]c4ccccc34)CC2)c1	-4%	0.6	-15%	5%	1%	-6	0	4	-1.6
COc1cc(CNc2cccc(F)c2)cc(Br)c1O	-1%[57.1 µM]	-0.2	-5%	13µM*	-2%	-11	-4	3	0.4
CCN(CC)C(=O)C1CCCN(Cc2ccc(N(C)C)cc2)C1 (stereo not given)	-6%	0.1	-16%	-1%	2%	-5	16	-3	0.2
O=C(N=c1ccn(-c2nc3ccccc3nc2NS(=O)(=O)c2ccc(Cl)cc2)cc1)c1cccs1	1%	3.1	-16%	20%	-3%	1	-9	6	6.3
O=C(N/N=C/c1c(Nc2cccc(C(F)(F)F)c2)nc2ccccn2c1=O)c1ccccc1[N+](=O)[O-]	4%[57.1 µM]	1.2	-2%	12%	-1%	4	20	0	0.3
COc1ccc(C2=C(c3ccc(OC)c(OC)c3)CN3CCCCC3C2)cc1 (stereo not given)	3%	nt	-11%	20%	7%	nt	nt	-2	nt
O=C(NCCc1ccccc1)c1cc(Nc2ccccc2)nc2ccccc12	-8%[57.1 µM]	0.2	2%	17%[57.1 µM]	-5%	0	nt	1	0.6
N#Cc1ccccc1CSc1nc2ccsc2c(=O)n1Cc1ccccn1	-25%[57.1 µM]	-2.1	-20%	-1%[57.1 µM]	4%	3	3	1	-0.5
Cc1ccc(Cl)cc1NC(=S)N(Cc1ccccc1)Cc1cccnc1	3%[57.1 µM]	-0.5	-16%	?	-2%	6	-13	210	2.8
CCc1c(C(=O)NN2C(=O)C3CCCCC3C2=O)csc1C (stereo not given)	-4%	-0.1	-19%	-5%	4%	7	11	-1	1.6
CN(C)C(=O)c1ccc2c(c1[N+](=O)[O-])C(=O)c1ccccc1C2=O	-12%	0.2	-7%	-15%	3%	6	nt	4	nt
COc1ccc(CN2CCOC2=O)cc1OC	-4%	0.9	-24%	7%	2%	0	5	-1	1.9
C[c-]1[c-](C)[c-](C)[c-](C)[c-]1C.[Fe].c1cc2nccc(N3CCCC3)[c-]2c1 (stereo not given)	-1%	-0.1&-0.2	-18%&5%	?	-8%&2%	-5&-3	2&-1	-16&-11	-0.9&0.5
CC(=O)NC(=S)Nc1ccc(NC(=O)c2cccnc2Cl)cc1	-16%	0.2	8%	-14%[57.1 µM]	1%	-1	-11	-9	-0.4
CCC1(C)Cc2nc3[nH]c(=S)n(-c4ccc(C)cc4)c(=O)c3cc2CO1 (stereo not given)	10%	-0.5	-22%	15%	1%	9	-6	0	-0.4
COc1ccccc1NC(=O)Cc1noc(CSc2nnc(C)s2)n1	7%[57.1 µM]	0.5	-12%	-8%[57.1 µM]	4%	0	-17	1	-0.8
CCOC(=O)c1c(NC(=O)C2=C(C)NC(=S)NC2c2ccc(F)cc2)sc(C)c1C (stereo not given)	-4%	-0.1	-3%	25%	0%	-2	18	1	0.5
COc1ccc(C(=O)C2CCCN(C(=O)c3cccnc3SC)C2)c(C)c1 (stereo not given)	-5%	0.1	-8%	-17%	4%	18	-5	-2	-0.7
CS(=O)(=O)NNC(=O)c1cc2cc3ccccc3nc2s1	-2%[57.1 µM]	0.1	-24%	5%[57.1 µM]	0%	1	-7	6	2.5

3 of these compounds in another layout.
C[c-]1[c-](C)[c-](C)[c-](C)[c-]1C.[Fe].c1cc2nccc(N3CCCC3)[c-]2c1 (stereo not given)
- TrxR1 substrate: -1%
- TRHR ag: -0.1&-0.2
- USP1-UAF1 inh: -18%&5%
- TrxR1 inh: ?
- IDH1 R132H inh: -8%&2%
- TRHR PAM: -5&-3
- D2 antag: 2&-1
- PI4K2A inh: -16&-11
- D2 agonist: -0.9&0.5
CC(=O)NC(=S)Nc1ccc(NC(=O)c2cccnc2Cl)cc1
- TrxR1 substrate: -16%
- TRHR ag: 0.2
- USP1-UAF1 inh: 8%
- TrxR1 inh: -14%[57.1 µM]
- IDH1 R132H inh: 1%
- TRHR PAM: -1
- D2 antag: -11
- PI4K2A inh: -9
- D2 agonist: -0.4
CCC1(C)Cc2nc3[nH]c(=S)n(-c4ccc(C)cc4)c(=O)c3cc2CO1 (stereo not given)
- TrxR1 substrate: 10%
- TRHR ag: -0.5
- USP1-UAF1 inh: -22%
- TrxR1 inh: 15%
- IDH1 R132H inh: 1%
- TRHR PAM: 9
- D2 antag: -6
- PI4K2A inh: 0
- D2 agonist: -0.4

(next part)
structure	TrxR1 substrate	TRHR ag	USP1-UAF1 inh	TrxR1 inh	IDH1 R132H inh	TRHR PAM	D2 antag	PI4K2A inh	D2 agonist
O=C(/C=C/c1c(Cl)nc2ccccn12)N1CCN(c2ccc(F)cc2)CC1	4%[57.1 µM]	0.1	-13%	7%[57.1 µM]	2%	-2	6	3	-0.4
CCCCOc1ccc(S(=O)(=O)Nc2cccnc2)cc1	8%	0.5	-15%	7%	4%	-3	10	-3	0.3
COc1ccc(C(C(=O)NC2CCCC2)N(C(=O)c2ccoc2C)c2cc(C)cc(C)c2)cc1 (stereo not given)	1%[57.1 µM]	-0.2	-11%	11%[57.1 µM]	-8%	-12	22	10	-1.0
CCCCCCCc1c(C#N)c(N)[nH]c(=S)c1C#N	-7%[57.1 µM]	-0.1	-20%	?	-11%	-1	-4	2	-0.2
Cc1n[nH]c(C)c1S(=O)(=O)N1CCCC(C(=O)NC2CCCCC2)C1 (stereo not given)	10%	-1.6	-22%	18%	18%	1	-3	-1	-0.2
Cc1ccccc1CNC(=O)c1ccc(Cn2c(SCc3ccccc3)nc3cccnc32)cc1	28%	-1.0	-8%	42%[activator]	0%	13	nt	3	nt
CCOC(=O)C1CCCN(C(=O)Cn2ncc3c4ccccc4n(C)c3c2=O)C1 (stereo not given)	9%	-1.9	-14%	-1%	1%	3	nt	2	-1.0
O=C(Nc1ccccc1)OCN1C(=O)c2ccccc2C1=O	1%	-1.1	-8%	7%	-4%	-2	-1	3	-0.1
Cc1oc(C)c2c(=O)cc(-c3ccc4c(c3)OCO4)cc(OC(=O)c3cccc(Br)c3)c12	8%	0.6	8%	-7%	26%	6	nt	-2	nt
Cc1ccccc1Cn1c(SCc2ccc(C(=O)N3CCCCC3)cc2)nc2ccncc21	0%	0.9	5%	19%	5%	4	nt	2	0.3
Cc1ccccc1N(C(=O)Cn1nnc(-c2cccs2)n1)C(C(=O)NCCC(C)C)c1ccco1 (stereo not given)	-12%	0.3	-5%	-2%	-4%	-1	nt	28	nt
CN(CC(=O)Nc1ccc(F)cc1)C(=O)CN1C(=O)NC2(CCCc3ccccc32)C1=O (stereo not given)	1%	-0.1	0%	-7%	3%	15	6	-3	0.0
